Compound activity from PubChem BioAssay.
GC-A act = GC-A stimulated cGMP production enhancers – HEK293 GC-A cells, cGMP TR-FRET, EC30 ANP, primary screen; 0% at EC30 ANP, 100% saturating ANP; activation, % at 10 µM; AID 1671463, 2021; 370,000 tested, 0.14% active; in the data active = activation above about 40%
hgDAF-12 ag = H. glycines DAF-12 receptor agonists, primary screen, cell-based, luminescence, HEK293, GAL4 fusion, UAS-luciferase; Nuclear hormone receptor DAF-12 (Heterodera glycines), GAL4 fusion; HEK293 GAL4-hgDAF12 UAS-luciferase reporter, agonist luminescence; normalized to butyrate control; activation, % at 6.8 µM; 370,000 tested, 1.8% active; AID 687014, 2013;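 active = activation above a cutoff set at the mean of all screened compounds plus 3 SD, cut at about 10% in these data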;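 note: 0% = DMSO wells and 100% = sodium butyrate wells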
hcDAF-12 act = H. contortus DAF-12 nuclear receptor activators, primary screen, cell-based, luminescence, HEK293, lit1-tk-luc reporter | HEK293 hcDAF-12 lit1-tk-luc reporter; 0% DMSO, 100% Δ7-dafachronic acid | activation, % at 6.8 µM | 370,000 tested, 1.4% active | AID 652067, 2013;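 active = activation above the mean of all tested compounds plus 3 SD, cut at about 5.5% in these data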;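 note: 100% = response to 3 µM Δ7-dafachronic acid high control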
SMARCA2 activ = SMARCA2 (BRM) function activators, primary screen, cell-based, luminescence, high throughput; MG213 cells, MMTV-luciferase reporter, dexamethasone, overnight; activation, % at 9.1 µM; 370,000 tested, 1% active; AID 652017, 2013; in the data active = activation above about 7.8%;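 note: 0% = vehicle wells and 100% = reference activator wells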
DAX1 inh-1 = DAX1 (NR0B1) inhibitors on StAR promoter, primary screen, cell-based, luminescence, SF-1 (NR5A1), full-length DAX-1; inhibition, % at 6.8 µM; HEK293T StAR-luciferase reporter, SF-1/DAX-1 repression relief; 370,000 tested, 1.1% active; AID 652010, 2013;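 active = inhibition above the mean over all tested compounds plus 3 SD, cut at about 3.6% in these data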;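 note: 0% = DAX-1 cells with DMSO and 100% = cells lacking DAX-1 with DMSO; higher inhibition means more luminescence from relief of DAX-1 repression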
DAX1 inh-2 = DAX1 (NR0B1) inhibitors, primary screen, cell-based, HEK293, Gal4-DAX1, luciferase luminescence; HEK293 Gal4-DAX1 luciferase reporter; inhibition, % at 6.75 µM; 340,000 tested, 0.99% active; AID 504766, 2011;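 active = inhibition above the mean over all tested compounds plus 3 SD, cut at about 4.2% in these data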;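 note: 0% = DAX1-transfected cells with DMSO and 100% = empty-vector control cells with DMSO; inhibition shows as a rise in luminescence from relieved DAX1 repression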
Target sequence (P51843 207-470 limits assumed): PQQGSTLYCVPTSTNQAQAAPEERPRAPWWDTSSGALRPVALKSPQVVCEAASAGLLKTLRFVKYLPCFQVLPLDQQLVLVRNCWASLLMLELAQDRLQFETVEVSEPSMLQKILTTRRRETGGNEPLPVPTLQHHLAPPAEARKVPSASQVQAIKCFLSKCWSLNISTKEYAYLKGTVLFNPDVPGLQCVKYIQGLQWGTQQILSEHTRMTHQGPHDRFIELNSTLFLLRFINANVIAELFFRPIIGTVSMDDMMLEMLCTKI
NPR2 activator = human GC-B receptor activators, primary screen, HEK293 GC-B cells, cGMP TR-FRET, EC30 CNP | Atrial natriuretic peptide receptor 2 (Homo sapiens), P20594 | 0% at EC30 CNP, 100% saturating CNP | activation, % at 10 µM | 370,000 tested, 0.11% active | AID 1920062, 2024;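 active = activation at 10 µM reaching about 35% in either raw or pattern-adjusted values, limit read from the data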
GAA850 FXN act = FXN promoter activators, primary screen, cell-based, luciferase luminescence, HEK293 lucGAA850 | activation, % at 6 µM | 360,000 tested, 0.56% active | HEK293 lucGAA850 FXN promoter luciferase reporter, 24 h; percent of 10 µM SAHA response | AID 540364, 2011;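 active = activation above the average of all compounds screened plus 3 SD, cutoff fixed separately per campaign, cut at about 7.5% in these data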;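 note: 0% = DMSO wells and 100% = 10 µM SAHA wells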
HGIII-sPLA2 inh = human group III sPLA2 inhibitors, primary screen, biochemical, QFRET, BODIPY PC-A2 liposome substrate | Group 3 secretory phospholipase A2 (Homo sapiens), Q9NZ20 | QFRET BODIPY PC-A2 liposome hydrolysis, fluorescence | inhibition, % at 12.2 µM | 370,000 tested, 0.56% active;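 active = inhibition above mean plus 3 SD of compounds lying within the high and low control bounds, cut at about 19% in these data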;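 note: 0% = median of test compound wells and 100% = no enzyme DMSO wells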
Target sequence (Q9NZ20 whole entry, looked up): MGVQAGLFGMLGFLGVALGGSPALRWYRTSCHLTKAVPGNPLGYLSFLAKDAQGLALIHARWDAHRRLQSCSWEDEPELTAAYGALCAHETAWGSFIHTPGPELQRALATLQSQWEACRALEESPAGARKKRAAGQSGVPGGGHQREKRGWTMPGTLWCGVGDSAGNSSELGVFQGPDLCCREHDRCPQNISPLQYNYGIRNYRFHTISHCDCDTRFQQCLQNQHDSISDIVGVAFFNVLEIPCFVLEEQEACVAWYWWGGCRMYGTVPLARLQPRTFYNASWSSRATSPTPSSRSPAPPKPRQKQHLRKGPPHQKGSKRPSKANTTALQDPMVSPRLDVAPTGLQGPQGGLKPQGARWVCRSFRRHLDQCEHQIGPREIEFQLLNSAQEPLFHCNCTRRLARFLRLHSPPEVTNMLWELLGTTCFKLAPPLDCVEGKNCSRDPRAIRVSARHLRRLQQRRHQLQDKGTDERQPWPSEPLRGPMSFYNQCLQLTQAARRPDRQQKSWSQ
KLK7 zymogen act = proKLK7 zymogen activators, primary screen, biochemical, fluorescence intensity; purified proKLK7, EDANS-DABCYL substrate fluorescence; 100% is mature enzyme control, 0% vehicle; activation, % at 7 µM; 370,000 tested, 0.9% active; AID 652039, 2013;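 active = activation above the mean of all tested compounds plus 3 SD, computed per campaign excluding outliers beyond control limits, cut at about 13% in these data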
Target sequence (P49862 whole entry, looked up): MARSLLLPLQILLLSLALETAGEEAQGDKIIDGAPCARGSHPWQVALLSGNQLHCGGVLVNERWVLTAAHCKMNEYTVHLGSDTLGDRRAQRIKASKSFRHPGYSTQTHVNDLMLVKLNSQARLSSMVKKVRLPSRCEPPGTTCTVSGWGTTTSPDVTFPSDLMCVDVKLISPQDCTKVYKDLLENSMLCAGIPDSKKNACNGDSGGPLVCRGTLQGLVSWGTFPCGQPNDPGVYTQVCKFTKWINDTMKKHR
ssDAF12 agonist = S. stercoralis DAF-12 nuclear receptor activators, primary screen, cell-based, luminescence, HEK293, GRIP1 co-expression, lit1-tk-luc. HEK293 ssDAF-12/GRIP1 lit1-tk-luc reporter; % of 3 µM dafachronic acid response. activation, % at 6.8 µM. 370,000 tested, 1% active. AID 652126, 2013;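 active = activation above the mean over all tested compounds plus 3 SD, cut at about 0.9% in these data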;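 note: 0% = DMSO-only wells and 100% = 3 µM delta7-dafachronic acid wells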
* marks the source's active call; other numbers are inactive results; · = no result given.

compound	GC-A act	hgDAF-12 ag	hcDAF-12 act	SMARCA2 activ	DAX1 inh-1	DAX1 inh-2	NPR2 activator	GAA850 FXN act	HGIII-sPLA2 inh	KLK7 zymogen act	ssDAF12 agonist
CC1(OC(=O)CCc2ccccc2)C(=O)C=C2C=C(c3ccc(C#N)cc3)N(CCc3c[nH]c4ccccc34)C=C2C1=O (stereo not given)	0	1.7	3.8	0	-0.2	0.2	-3	-0.3	-5	-0.2	0.1
COc1cc(OC)cc(C(=O)Nc2nc(CC(=O)NCCc3ccccc3)cs2)c1	-6	-0.3	-2.7	-2	-0.9	1.4	-6	-1.8	-14	-0.3	-1.2
COC(=O)c1sc(S(=O)(=O)Nc2ccc(C)c(C)c2)c(C(=O)OC)c1C	-1	-0.9	2.3	4	-1.0	0.0	-10	2.1	-31	-0.4	-1.4
COc1ccc(CC(=O)Oc2cc(C)[nH]c(=O)c2[N+](=O)[O-])cc1	0	-1.4	-0.9	-4	0.4	0.4	0	-0.8	5	0.1	-1.4
CSc1nnc(NC(=O)c2ccco2)s1	1	3.8	1.6	5	0.7	3.8	2	5.1	-3	0.4	-0.5
COc1cc(C(=O)N=c2sccn2C)c([N+](=O)[O-])cc1OC	-5	-1.9	-0.5	-2	0.6	-0.4	1	0.6	4	-0.2	-0.7
CCCCSc1nnc2nc(C)cc(C)n12	1	-0.6	-0.5	0	1.0	-0.1	-7	2.9	3	-0.2	-1.6
O=C(N/N=C/c1cccc([N+](=O)[O-])c1)c1ccc2c(c1)OCCO2	5	16*	2.6	5	2.1	0.9	-1	8.9*	-3	-0.6	-0.1
COc1ccc(S(=O)(=O)N2CCN(c3ccc(C)cc3C)CC2)cc1OC	-1	-2.7	-1.3	-1	-0.6	0.5	2	0.6	-14	0.4	-2.0
COc1ccc(NC(=O)C2CCCN2c2nn3c(=O)cc(C)nc3s2)cc1 (stereo not given)	-3	-0.3	-0.3	1	-1.6	0.8	0	-2.7	0	-0.3	0.2
O=C(COC(=O)c1cc([N+](=O)[O-])ccc1NCCO)NCc1cccs1	·	-1.3	-0.8	-3	-0.4	0.9	·	-0.5	15	0.6	-0.8
COc1ccc(C(=O)CCNc2ccc(F)cc2)cc1	-5	2.0	1.1	1	0.7	5.2*	-1	2.6	1	-0.5	-0.9
Cc1ccc(C)c(S(=O)(=O)N2CCCC2CNC(=O)C(=O)NCc2ccccc2C)c1 (stereo not given)	0	-1.8	-1.7	-2	-2.0	-2.4	2	-0.7	-8	-0.3	-0.6
O=C(NCc1ccc(F)cc1)c1cc2ccccc2o1	1	-0.5	-1.3	0	0.0	-0.3	6	1.0	-5	0.6	-0.2
Cn1nccc1C(=O)OCC(=O)Nc1ccccc1	0	1.4	1.1	-3	-0.1	0.0	5	-0.1	9	0.0	-0.7
Cn1c(SCC(=O)N/N=C/c2ccco2)nc2ccccc21	0	0.3	-1.7	-7	1.5	-1.1	-3	-0.9	1	0.5	-1.0
CCC(NC(=O)c1ccc2nc(Cc3ccc(OC)cc3)oc2c1)c1ccncc1 (stereo not given)	3	-4.4	-3.9	-4	-1.2	-2.1	-2	-3.8	-6	-1.0	-1.6
Cc1n[nH]c(=O)nc1NC(C)c1ccccc1 (stereo not given)	-1	2.0	0.1	3	-0.5	1.5	-1	4.2	0	0.5	-1.2
Cc1ccccc1NS(=O)(=O)c1ccc(NC(=O)c2nc3ncccn3n2)cc1	9	0.5	-0.3	1	-0.1	-0.1	-2	2.7	-2	0.8	-1.4
Nc1nc(-c2cc(-c3ccccc3)no2)cs1	14	18*	7.9*	6	2.4	3.7	-6	0.3	7	-0.3	0.7
O=C(NC(Cc1ccccc1)C(=O)O)/C(=C\c1ccco1)NC(=O)c1ccco1 (stereo not given)	0	2.7	1.2	-2	0.0	-0.3	1	2.1	-3	1.1	-1.1
COc1ccc(N2CCN(C(=O)c3nn(C)c4c3CS(=O)(=O)c3ccccc3-4)CC2)cc1	-1	-3.0	-0.7	1	-0.1	0.5	1	-0.1	-2	-0.1	-1.1
CCN(CC)C(=O)C1CCN(CC2CC=CCC2)CC1 (stereo not given)	-2	0.4	-0.3	0	-1.0	-0.2	1	2.9	-4	0.1	-1.1
CC1CCCCN1Cc1c(C#N)c2ccccc2n1C (stereo not given)	-5	-2.8	-0.3	0	-0.1	-0.5	-1	-0.1	-2	-0.6	-1.0
O=C(NC1CCCc2ccccc21)c1ccc(S(=O)(=O)N2CCOCC2)cc1 (stereo not given)	-1	-0.7	-0.9	6	-0.7	0.4	-3	0.5	0	-0.2	-1.4
CCOc1ccc(OCC)c(NC(=O)CN2CCN(c3cc(C)ccc3C)CC2)c1	-8	1.2	-1.1	-5	0.0	-0.8	1	1.3	6	-0.3	-1.3
CCN(Cc1nc(-c2ccccc2)no1)C(=O)c1ccc2c(c1)OCO2	-1	-0.9	-0.3	-1	0.0	1.2	-2	0.9	-1	0.2	-1.4
COc1nc(OC)nc(N2CCC(C(=O)Nc3cccc4c3CCCC4)CC2)n1	3	0.2	-0.5	1	0.0	0.5	-1	-1.4	-1	-0.2	-1.6
O=C(NC(=S)Nc1c(Cl)ccc2nsnc12)c1ccco1	-1	1.7	3.5	-3	-0.2	-0.8	7	-1.1	-3	0.4	0.1
CN(C(=O)c1cccc(NC(=O)Cc2ccc(NC(=O)C3CCCN(C(=O)C4CCC4)C3)cc2)c1)C1CCCC1 (stereo not given)	5	-1.0	-1.9	-5	0.6	-1.2	4	0.1	-6	-0.2	-1.2
COCCNc1nc2c(c(=O)n(Cc3cccc(Br)c3)c(=O)n2C)n1C	3	-1.5	-1.5	-1	-0.2	-0.1	0	-0.3	2	0.2	-1.3
CN(CC(=O)Nc1ccccc1Br)C(=O)CN1CCN(c2ccccc2Cl)CC1	-9	-5.0	0.3	0	-0.9	-0.6	-4	1.4	-3	0.6	-1.3
COc1cccc(C2C(C(=O)c3ccco3)=C(O)C(=O)N2CCN(C)C)c1OC (stereo not given)	2	-1.9	0.1	0	-0.4	-0.6	2	3.4	0	-0.1	-1.0
CC(=O)Nc1ccccc1NC(=O)c1cc(C)ccc1C	-2	4.8	-0.3	-3	-0.2	0.9	1	3.6	0	0.1	-1.2
CCN(CC)CCN1C(=O)c2ccccc2NC1c1ccccc1F (stereo not given)	-11	0.1	0.3	2	0.7	-0.1	-9	2.4	2	74*	-1.3
CC(C)NC(=O)CCS(=O)(=O)c1ccc(Br)s1	4	0.7	-0.8	0	0.6	1.2	3	-0.1	-1	0.2	-1.1
O=C(O)/C=C/C(=O)Nc1cccc2cccnc12	3	-2.6	-1.2	-4	-0.4	0.9	4	-0.3	11	0.4	-1.0
Cc1c(C(=O)c2ccccc2)c2ccccn2c1CCC#N	-1	-3.4	-1.5	-2	-0.2	-1.5	0	0.2	-4	0.2	-1.9
[2H]C(CCOS(N)(=O)=O)c1ccccc1 (stereo not given)	-1	-0.1	0.1	0	-0.1	1.0	-1	-1.4	3	-0.1	-1.2
O=C(CN1C(=O)C2CCCCC2C1=O)Nc1cccc([N+](=O)[O-])c1 (stereo not given)	6	-0.5	1.2	-1	0.6	0.7	-5	1.9	3	-1.3	-0.6
COc1ccc(NC(=O)Cc2nnc(SCC(=O)Nc3ccccc3)n2C)cc1	4	1.7	-2.0	4	0.3	0.0	0	2.5	0	-0.5	-0.7
O=C(CSc1ccsc1[N+](=O)[O-])NCCc1ccccc1	2	-0.9	1.1	4	-0.5	-0.2	7	0.5	1	0.5	-0.8
COC(=O)c1cc(Br)c(=O)n(-c2ccc(OC)cc2)c1	-1	0.7	-0.9	0	0.0	2.4	4	2.8	2	0.6	-0.8
O=C(NCc1ccc(Cl)cc1Cl)C1CCN(S(=O)(=O)c2ccc3c(c2)OCCCO3)CC1	-3	-4.0	-3.2	-2	-0.5	-0.7	3	-4.5	-17	0.1	-1.7
CC(C)(C)CN1CCC(Oc2cccc(C(=O)N3CCC[C@H]3CO)c2)CC1	4	-1.3	-0.8	-3	1.2	0.5	3	0.6	8	-0.7	-1.6
CC(C)(C)c1ccc(C(=O)N2CCC2(C)C(=O)NS(=O)(=O)c2ccc(C#N)cc2)cc1 (stereo not given)	3	-2.2	-0.7	0	0.2	·	-2	0.5	-3	0.7	-0.7
O=C(CN1CCC(NC(=O)C2CCCCC2)CC1)Nc1cccc(F)c1	-6	1.4	-1.0	-1	0.1	3.6	6	0.3	2	-1.1	-1.1
CCCNC(=O)C(=O)c1cccn1-c1ccsc1C(=O)OC	-2	-1.0	-1.4	3	-1.2	0.1	-3	1.0	4	-1.0	-1.7
COc1ccc(CN(C)C(=O)C(Cc2ccccc2)NC(=O)c2ccccc2)c(OC)c1 (stereo not given)	-5	-2.6	-2.9	-2	-5.3	-1.4	-7	-1.1	12	-0.4	-1.5
O=C(COc1ccc(Cl)cc1Cl)N/N=C/c1ccc[nH]1	3	1.1	3.6	4	-1.9	-0.1	-2	1.0	1	0.2	-1.4

(continued)
compound	GC-A act	hgDAF-12 ag	hcDAF-12 act	SMARCA2 activ	DAX1 inh-1	DAX1 inh-2	NPR2 activator	GAA850 FXN act	HGIII-sPLA2 inh	KLK7 zymogen act	ssDAF12 agonist
COc1ccc(CCN2CN(S(=O)(=O)c3ccccc3)c3nc4ccccc4nc32)cc1	-2	4.4	-0.5	-1	-0.4	-1.0	-6	2.7	-3	0.1	-1.6
CS(=O)(=O)N(Cc1ccccc1)c1ccc(C(=O)Nc2ccc(C(N)=O)cc2)cc1	0	-3.7	0.0	7	0.1	1.0	3	-1.2	2	-0.3	-1.6
Cc1nn(-c2cc(Cl)ccc2N)c(=O)c2ccccc12	4	2.8	-0.9	-2	-0.5	-0.8	1	0.1	8	0.4	-1.6
CCOC(=O)CN1C(=O)SC(CC(=O)Nc2nccs2)C1=O (stereo not given)	10	0.5	0.5	2	-0.1	-0.4	-2	-0.8	-9	0.0	-0.8

Look-ups from the list:
ssDAF12 agonist with CS(=O)(=O)N(Cc1ccccc1)c1ccc(C(=O)Nc2ccc(C(N)=O)cc2)cc1 reads -1.6
SMARCA2 activ with Cc1nn(-c2cc(Cl)ccc2N)c(=O)c2ccccc12 reads -2
